PI4K2A block: PI4K2A (human) kinase inhibition. purified PI4K2A, ADP-Glo luminescence, 1 h; hits give low values. activity change, negative = inhibition, % at 76.9 µM. 420,000 tested, 0.13% active; in the data active means activity change below about -50%; inconclusive means mostly about -30% to -49%;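 further: -100% = wells without enzyme as full effect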
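Compounds are screened against recombinant PI4K2A using PI as substrate and ATP, the latter dispensed at 300 microM. Reactions run one hour at ambient temperature before ADP-Glo detection; full inhibition defined by wells lacking enzyme.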
Vif-A3G inh: blocks the Vif interaction with human APOBEC3G; Potency, µM (highest dose often 46.1 µM), inactives show at the top dose activity, negative = active, actives largely listed as inhibitors; Q9HC16; HeLa A3G-eYFP + Vif (tagged APOBEC3G with the HIV-1 protein that degrades it), YFP fluorescence, overnight; 410,000 tested, 0.076% active;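 further: potency means the concentration at half of the fitted maximal effect; on the % scale 0 is the no-effect control and ±100 the full control effect; nearly all actives have a fitted effect of over 60% in size; hits raise eYFP signal because A3G escapes Vif-driven loss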
Target sequence (Q9HC16 whole entry, looked up): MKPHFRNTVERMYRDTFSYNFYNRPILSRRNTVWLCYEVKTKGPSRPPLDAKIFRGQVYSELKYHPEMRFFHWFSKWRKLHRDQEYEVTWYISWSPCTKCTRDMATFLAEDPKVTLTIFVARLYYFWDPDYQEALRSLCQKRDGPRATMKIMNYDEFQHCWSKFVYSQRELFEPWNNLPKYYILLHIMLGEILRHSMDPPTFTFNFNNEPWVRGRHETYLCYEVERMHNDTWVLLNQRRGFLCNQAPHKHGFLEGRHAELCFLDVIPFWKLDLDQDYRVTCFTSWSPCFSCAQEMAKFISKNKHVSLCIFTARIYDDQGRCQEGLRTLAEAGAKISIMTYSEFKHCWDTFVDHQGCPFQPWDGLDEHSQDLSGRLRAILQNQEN
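HeLa cells stably expressing Vif and C-terminally eYFP-tagged A3G, seeded overnight at 37 deg C, then exposed to compound by pintool overnight at 37 deg C. Rise in yellow fluorescence (Ex 488/Em 500-530, Acumen) marks blocked Vif-driven A3G degradation.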
RXFP1 ag: activates the human relaxin receptor RXFP1; 370,000 tested, 0.3% active; Q9HBX9; Potency, µM (series often up to 57.5 µM), without a hit: at the highest dose activation, usual class: activators; HEK293T-RXFP1 cAMP TR-FRET, 30 min; response scale: percent of porcine relaxin response, buffer zero; further: potency means the concentration at half of the fitted maximal effect; on the % scale 0 is the no-effect control and ±100 the full control effect; nearly all actives have a fitted effect of over 60% in size; many of its hits are not listed in these tables
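cAMP rise read by TR-FRET after 30 min, 37C compound exposure (up to 58 uM) in RXFP1-transfected HEK293 cells with Ro 20174 present. EC50 from Hill-equation fits, with 29 nM porcine relaxin as 100% and buffer as basal.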
TrxR1 substrate: is turned over as a substrate by rat TrxR1. AID 588456. O89049. 390,000 tested, 0.01% active. Potency, µM (highest dose often 114 µM), for the others: at the top dose activity change, negative = substrate turnover. purified TrxR1 substrate turnover, NADPH consumption readout; further: potency means the concentration at half of the fitted maximal effect; on the % scale 0 is the no-effect control and ±100 the full control effect; nearly all actives have a fitted effect of over 50% in size
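Rat TrxR1, dispensed at 90 nM, was prereduced with 400 uM NADPH (final) for 5 min at ~22 deg C, then incubated with compound 15 min before 400 uM selenite. A first-read NADPH fluorescence drop versus no-compound background flagged substrates.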
IDH1 R132H inh: blocks human mutant IDH1 R132H enzyme; O75874; IDH1-R132H enzyme, NADPH consumption, diaphorase/resazurin fluorescence; Potency, µM (highest dose often 76.6 µM), for the others: at the highest dose activity change, negative = inhibition, hits mostly inhibitors; 390,000 tested, 0.093% active; further: potency means the concentration at half of the fitted maximal effect; on the % scale 0 is the no-effect control and ±100 the full control effect; nearly all actives have a fitted effect of over 65% in size
Target sequence (O75874 whole entry R132H, stated change not applied): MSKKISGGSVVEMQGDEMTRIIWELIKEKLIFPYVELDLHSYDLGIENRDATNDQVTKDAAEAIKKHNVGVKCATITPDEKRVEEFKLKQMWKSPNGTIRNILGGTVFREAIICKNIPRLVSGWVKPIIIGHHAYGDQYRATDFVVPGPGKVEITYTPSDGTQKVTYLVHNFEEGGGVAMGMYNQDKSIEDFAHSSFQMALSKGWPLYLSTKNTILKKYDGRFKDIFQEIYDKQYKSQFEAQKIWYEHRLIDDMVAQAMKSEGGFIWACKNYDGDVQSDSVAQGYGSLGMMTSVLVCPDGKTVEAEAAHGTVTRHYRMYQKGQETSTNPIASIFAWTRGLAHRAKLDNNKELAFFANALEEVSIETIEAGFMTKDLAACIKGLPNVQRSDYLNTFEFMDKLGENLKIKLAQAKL
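IDH1-R132H (0.5 ug/mL dispensed) in pH 7.5 Tris buffer was preincubated 30 min with compound, then given a substrate mix of 0.016 mM NADPH and 2 mM alpha-KG for 80 min at room temperature; remaining NADPH was read by diaphorase/resazurin fluorescence.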
USP1-UAF1 inh: USP1/UAF1 (human) deubiquitinase inhibition; O94782; recombinant USP1/UAF1, Ub-Rhodamine cleavage fluorescence; AID 743255; Potency, µM (series often up to 57.1 µM), for inactives: at the top dose activity change, negative = inhibition, actives largely listed as inhibitors; 390,000 tested, 0.23% active; further: potency means the concentration at half of the fitted maximal effect; on the % scale 0 is the no-effect control and ±100 the full control effect; nearly all actives have a fitted effect of over 60% in size; inactives centre near -12
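Step one: compound is pinned into 1nM USP1/UAF1 in HEPES pH 7.8 buffer with TCEP. Step two: 15 min room-temperature incubation. Step three: Ub-Rho (150nM final) starts cleavage, tracked by fluorescence over six one-minute reads.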
LDHA inh: LDHA (human) enzyme inhibition. P00338. purified LDHA, NADH/diaphorase-resazurin fluorescence; hits give low values. activity change, % (values are at about 110 or 230 µM). 480,000 tested, 0.15% active; in the data active means activity change below about -30%; inconclusive means mostly about -25% to -30%;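 further: plate controls were DMSO wells for no effect and wells without enzyme for full effect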
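Resorufin fluorescence (ex540/em590), read at 0 and 20 min after diaphorase/resazurin addition, reports the NADH left after a 5 min room-temperature reaction of 2 nM human LDH5 with 0.06 mM NADH and 0.2 mM pyruvate.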
GRP78 ERSR act: inducers of ER stress response in human glioma cells. U87-MG GRP78 promoter luciferase reporter, 16 h. Potency, µM, for the others: at the highest dose activation, actives largely listed as activators. 420,000 tested, 0.02% active; further: potency means the concentration at half of the fitted maximal effect; series mostly up to about 76 µM; % of control where 0% means no effect; nearly all actives have a fitted effect of over 35% in size
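ERSR induction read as luciferase luminescence (Bright-Glo, 10 min at room temperature) in stably transfected human U87-MG glioma cells exposed to compounds for 16 h, using GRP78 as sensor.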
Vif-A3F inh: blocks the Vif interaction with APOBEC3F; HeLa A3F-eYFP + Vif (tagged APOBEC3F with the HIV-1 protein that degrades it), YFP fluorescence increase; Potency, µM (titrated, usually from 46.1 µM), inactives show at the top dose activity, negative = active; 390,000 tested, 0.2% active; AID 602313; further: potency means the concentration at half of the fitted maximal effect; % of control where 0% means no effect; nearly all actives have a fitted effect of over 65% in size
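HeLa cells stably expressing A3F-eYFP plus Vif, plated and incubated overnight at 37 deg C, then exposed to compounds overnight at 37 deg C. Blocked degradation read as raised yellow fluorescence (Ex 488/Em 500-530).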
* hit, by the source's call; & = joins results of further samples; [ ] = remark or other dose. Unless noted, the call rests on the fitted dose curve; in most records, active means well fitted curve in the direction sought with a large enough effect; inconclusive means small, poorly fitted or top-dose-only effect, or another doubt; inactive means no such curve, though single readings can be large; an effect the other way counts as inactive or inconclusive.

Screening CSCCC1NC(=O)N(CC(=O)N2N=C(c3ccc(Cl)cc3)CC2c2ccco2)C1=O (configuration not stated) returned PI4K2A block -25.4, Vif-A3G inh -0.3%, RXFP1 ag -0.2%, TrxR1 substrate -4.7%, IDH1 R132H inh -9.6%, USP1-UAF1 inh -12.5%, LDHA inh -2.3, GRP78 ERSR act -3.3% and Vif-A3F inh -17.8%.
Screening CCCc1nnc(SCC(=O)N(CC)CC)n1CC1CCCO1 (configuration not stated) returned PI4K2A block -2.2, Vif-A3G inh 1.7%, RXFP1 ag -1.6%, TrxR1 substrate -0.3%, IDH1 R132H inh -8.5%, USP1-UAF1 inh -22.6%, LDHA inh -3.4, GRP78 ERSR act -4.5% and Vif-A3F inh -12.8%.
For O=S(=O)(c1ccc(Cl)cc1)N1CCN(CCc2ccccc2)CC1 the results were PI4K2A block 0.4, Vif-A3G inh 2.6%, RXFP1 ag 0.0%, TrxR1 substrate 6.7%, IDH1 R132H inh 9.6%, USP1-UAF1 inh -13.7%, LDHA inh 0.5, GRP78 ERSR act -2.3% and Vif-A3F inh inconclusive.
C/C(N)=C(/C#N)C(=O)COC(=O)CSc1ccc2ccccc2c1 was read as PI4K2A block 0.1, Vif-A3G inh -11.2%, RXFP1 ag 5.6%, TrxR1 substrate -0.7%, IDH1 R132H inh 0.1%, USP1-UAF1 inh -9.5%, LDHA inh 0.7, GRP78 ERSR act -4.6% and Vif-A3F inh 0.7%.
COC(=O)C(C)Sc1ccc2nnc(CCNS(=O)(=O)c3ccc(C)cc3)n2n1 (configuration not stated) was read as PI4K2A block 4.5&0.6, Vif-A3G inh -3.3%&2.2%, RXFP1 ag 9.8%&6.4%, TrxR1 substrate -1.9%[57.1 µM], IDH1 R132H inh -7.0%&21.5%, USP1-UAF1 inh -12.4%&-13.9%, LDHA inh -6.2&1.5, GRP78 ERSR act -5.1%&-3.1% and Vif-A3F inh 2.0%&0.2%.
For CCOc1cc(/C=C(\C#N)C(=O)Nc2ccccc2C)ccc1OCc1cc(=O)n2nc(CC)sc2n1 the results were PI4K2A block -6.7, Vif-A3G inh 5.8%, RXFP1 ag 1.6%, TrxR1 substrate 18.5%, IDH1 R132H inh 9.7%, USP1-UAF1 inh -18.4%, LDHA inh 4.8, GRP78 ERSR act -2.1% and Vif-A3F inh 2.7%.
For CCN(CC1CCCO1)C(=O)CCc1nnc(CCc2ccccc2)o1 (configuration not stated) the results were PI4K2A block 2.6, Vif-A3G inh -3.4%, IDH1 R132H inh -4.4%, USP1-UAF1 inh -15.4%, LDHA inh -4.4, GRP78 ERSR act 3.4% and Vif-A3F inh -5.4%.
Screening CC1=CC(=C2C(=O)c3ccccc3C2=O)C=C(C)N1Cc1ccco1 returned PI4K2A block -6.7, Vif-A3G inh -1.1%, RXFP1 ag -2.1%, TrxR1 substrate -7.5%, IDH1 R132H inh 1.0%, USP1-UAF1 inh -11.6%, LDHA inh -12.9, GRP78 ERSR act -4.0% and Vif-A3F inh 2.5%.
O=c1[nH]c2ccccc2cc1-c1nnn(-c2ccc(F)cc2)n1 was read as PI4K2A block -5.1, Vif-A3G inh -2.2%, RXFP1 ag -1.4%, TrxR1 substrate 0.7%, IDH1 R132H inh -8.2%, USP1-UAF1 inh 21.8%, LDHA inh 1.2, GRP78 ERSR act 4.4% and Vif-A3F inh -1.6%.
Cc1[nH]n(-c2ccccc2)c(=O)c1CCOC(=O)c1ccc(C(F)(F)F)cc1 was read as PI4K2A block -3.1, Vif-A3G inh 1.3%, RXFP1 ag -2.8%, TrxR1 substrate -4.9%, IDH1 R132H inh -4.1%, USP1-UAF1 inh -8.7%, LDHA inh -2.2, GRP78 ERSR act -4.6% and Vif-A3F inh 0.8%.
For Cc1ccc(Nc2nc(Cl)nc(NC3CCCCC3)n2)cc1 the results were PI4K2A block 3.2, Vif-A3G inh -19.7%, RXFP1 ag 1.1%, TrxR1 substrate -6.9%, IDH1 R132H inh 0.2%, USP1-UAF1 inh 2.2%, LDHA inh 2.8, GRP78 ERSR act 2.3% and Vif-A3F inh -6.4%.
`CCC(Oc1ccccc1)C(=O)Nc1ccc(C)c(S(=O)(=O)N2CCOCC2)c1` (configuration not stated) gave PI4K2A block 5.4, Vif-A3G inh -0.1%, RXFP1 ag -0.3%, TrxR1 substrate -2.7%, IDH1 R132H inh 5.5%, USP1-UAF1 inh -11.5%, LDHA inh 5.0, GRP78 ERSR act -3.3% and Vif-A3F inh -1.5%.
`O=C1Cc2cc(S(=O)(=O)Nc3ccccc3Cl)cc3c2N1CCC3` gave PI4K2A block -1.1, Vif-A3G inh -5.5%, RXFP1 ag 14.2%, TrxR1 substrate -7.8%, IDH1 R132H inh -1.9%, USP1-UAF1 inh -30.8%, LDHA inh -5.6, GRP78 ERSR act 0.4% and Vif-A3F inh 0.0%.
For CCCn1c2ccccc2c2cc(C(=O)O)ccc21 the results were PI4K2A block -0.8, Vif-A3G inh -11.9%, RXFP1 ag -1.5%, TrxR1 substrate 3.5%, IDH1 R132H inh -7.2%, USP1-UAF1 inh 6.8%, LDHA inh -10.1, GRP78 ERSR act 1.7% and Vif-A3F inh -7.9%.
COc1ccc(-c2[nH]nc3oc(=O)cc(C)c23)cc1 was read as PI4K2A block 1.1, Vif-A3G inh 1.2%, RXFP1 ag 0.9%, TrxR1 substrate 36.4%[activator], IDH1 R132H inh 11.9%, USP1-UAF1 inh -0.8%, LDHA inh -0.2, GRP78 ERSR act -4.6% and Vif-A3F inh 5.2%.
For CC(=O)c1ccc(S(=O)(=O)N(C)CC(=O)Nc2ccc(C)cc2)cc1 the results were PI4K2A block -2.4, Vif-A3G inh -0.6%, RXFP1 ag -0.6%, TrxR1 substrate 1.3%, IDH1 R132H inh 1.6%, USP1-UAF1 inh -13.5%, LDHA inh -1.3, GRP78 ERSR act -3.7% and Vif-A3F inh -0.3%.
Screening Cc1ccc(NC(=O)Cn2ncn3c(cc4ccccc43)c2=O)cc1C returned PI4K2A block -4.0, Vif-A3G inh -1.8%, RXFP1 ag 0.2%, TrxR1 substrate -2.3%, IDH1 R132H inh 0.0%, USP1-UAF1 inh inconclusive, LDHA inh -9.7, GRP78 ERSR act -1.3% and Vif-A3F inh -1.5%.
`Cc1ccc(/C=C/C(=O)N2CCC(Cc3ccccc3)CC2)cc1` gave PI4K2A block -0.6, Vif-A3G inh 0.3%, RXFP1 ag 3.6%, TrxR1 substrate -12.3%, IDH1 R132H inh 1.8%, USP1-UAF1 inh -14.9%, LDHA inh -1.6, GRP78 ERSR act 2.2% and Vif-A3F inh 2.7%.
Screening COc1cc(OC)cc(C(=O)Nc2ccc(N(C)C)c3ccccc23)c1 returned PI4K2A block -7.9, Vif-A3G inh -17.0%, RXFP1 ag 0.7%, TrxR1 substrate 5.4%, IDH1 R132H inh 8.3%, USP1-UAF1 inh -20.0%, LDHA inh 7.8, GRP78 ERSR act -3.1% and Vif-A3F inh inconclusive.
Screening Cc1ccc(Sc2c([N+](=O)[O-])c(C)nn2C)cc1 returned PI4K2A block -3.9, Vif-A3G inh -0.5%, RXFP1 ag -0.7%, TrxR1 substrate 3.3%[57.1 µM], IDH1 R132H inh -2.2%, USP1-UAF1 inh inconclusive, LDHA inh -12.0, GRP78 ERSR act -3.9% and Vif-A3F inh -2.1%.
For Cc1ccccc1NC(=O)c1cccc2c1C(=O)N(C1CCCCC1)C2 the results were PI4K2A block -7.9, Vif-A3G inh -4.3%, RXFP1 ag -3.3%, TrxR1 substrate 0.8%, IDH1 R132H inh 3.7%, USP1-UAF1 inh inconclusive, LDHA inh -3.3, GRP78 ERSR act -3.7% and Vif-A3F inh 2.1%.
For COc1cc(CNC(C)C)c(Br)cc1OC1CCCC1 the results were PI4K2A block -4.5, Vif-A3G inh 1.0%, RXFP1 ag 3.7%, TrxR1 substrate 7.0%[57.1 µM], IDH1 R132H inh 0.7%, USP1-UAF1 inh -4.3%, LDHA inh -0.9, GRP78 ERSR act -0.9% and Vif-A3F inh -7.4%.
Screening O=C(NCCN1CCN(c2ccccc2)CC1)Nc1ccccc1Cl returned PI4K2A block 1.6, Vif-A3G inh 1.3%, RXFP1 ag -2.3%, TrxR1 substrate 0.8%, IDH1 R132H inh 2.4%, USP1-UAF1 inh -21.5%, LDHA inh -3.1, GRP78 ERSR act -5.5% and Vif-A3F inh -0.7%.
O=C(Nc1c[nH]c2c(Cl)cccc2c1=O)N1CCN(c2ccccn2)CC1 was read as PI4K2A block -3.7, Vif-A3G inh 1.4%, RXFP1 ag 3.1%, TrxR1 substrate -1.6%, IDH1 R132H inh 0.7%, USP1-UAF1 inh -18.6%, LDHA inh -6.1, GRP78 ERSR act 1.8% and Vif-A3F inh -1.4%.
Screening Cc1cc(NC(=O)c2ccc([N+](=O)[O-])cc2)no1 returned PI4K2A block -2.6, Vif-A3G inh 1.9%, RXFP1 ag 2.7%, TrxR1 substrate 7.9%[57.1 µM], IDH1 R132H inh 0.7%, USP1-UAF1 inh -22.7%, LDHA inh -3.7, GRP78 ERSR act -5.2% and Vif-A3F inh -9.2%.
CN(C)CCNC(=O)C1(O)c2cc(Br)ccc2NC(=O)N1c1ccc(Cl)cc1 (configuration not stated) was read as PI4K2A block 1.4, Vif-A3G inh -2.3%, RXFP1 ag 0.3%, TrxR1 substrate 3.0%, IDH1 R132H inh -6.5%, USP1-UAF1 inh -2.4%, LDHA inh -6.9, GRP78 ERSR act 0.6% and Vif-A3F inh 0.0%.

Screening data as filed in PubChem BioAssay.

This is a subset; count on the stated rates, not on these rows.
